# TRb-SRC2 inh: TRbeta-SRC2 interaction inhibition; AID 1469; TRbeta-SRC2 peptide binding, fluorescence polarization; receptor liganded with 1 µM T3; 280,000 compounds, 0.065% hits; P10828; Potency, µM (series often up to 106 µM), for the others: top-dose activity change, negative = inhibition, actives largely listed as inhibitors;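 also: plate controls were bound peptide for no effect and peptide without receptor for full effect; nearly all actives have a fitted effect of over 50% in size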
#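 Each compound concentration gave % activity, normalized to unbound and bound Texas Red SRC2 controls, from polarization read after 5 hr ambient incubation with T3-loaded human TRb LBD.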
# RECQ1 helicase: inhibitors of human RECQ1 DNA helicase | AID 2549 | RECQ1 DNA unwinding, red fluorescence kinetic read | 240,000 compounds, 0.54% hits | P46063 | Potency, µM (top dose mostly 57.3 µM), for inactives: at the top dose activity, negative = inhibition, actives largely listed as inhibitors;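 also: plate controls were vehicle for no effect and no enzyme for full effect; nearly all actives have a fitted effect of over 30% in size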
# Target sequence (P46063 whole entry, looked up): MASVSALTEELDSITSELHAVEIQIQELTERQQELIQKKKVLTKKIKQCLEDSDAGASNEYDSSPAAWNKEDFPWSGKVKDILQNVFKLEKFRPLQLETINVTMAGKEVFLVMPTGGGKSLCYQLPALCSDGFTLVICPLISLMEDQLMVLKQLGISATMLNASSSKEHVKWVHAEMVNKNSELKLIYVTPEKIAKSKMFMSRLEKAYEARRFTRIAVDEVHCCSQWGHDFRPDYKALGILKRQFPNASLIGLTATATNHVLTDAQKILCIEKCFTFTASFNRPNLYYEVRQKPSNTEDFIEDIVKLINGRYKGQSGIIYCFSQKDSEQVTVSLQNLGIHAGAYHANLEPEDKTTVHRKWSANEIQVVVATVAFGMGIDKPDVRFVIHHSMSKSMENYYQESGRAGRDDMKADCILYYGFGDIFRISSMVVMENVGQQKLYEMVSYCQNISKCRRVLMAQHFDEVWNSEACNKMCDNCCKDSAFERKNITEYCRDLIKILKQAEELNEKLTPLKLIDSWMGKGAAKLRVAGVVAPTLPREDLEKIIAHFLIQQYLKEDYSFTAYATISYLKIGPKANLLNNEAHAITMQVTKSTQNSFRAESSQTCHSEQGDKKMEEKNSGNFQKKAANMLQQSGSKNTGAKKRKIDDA
#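 RECQ1T1 50 nM; forked duplex (20 bp + 30-nt ss tails) 200 nM, ATP 2 mM final; pH 8.0, 2 mM MgCl2, 2.5 ug/ml poly(dI-dC); 15 min compound preincubation; discontinuous kinetic read over 2 h at RT.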
# ALDH1A1 block: inhibitors of human aldehyde dehydrogenase 1A1; 220,000 compounds, 7.3% hits; Purified ALDH1A1, NADH fluorescence, propionaldehyde substrate; AID 1030; Potency, µM (series often up to 75.3 µM), without a hit: at the highest dose activity, negative = inhibition, actives largely listed as inhibitors; P00352; active = well fitted inhibition curve with a large enough effect, not every such curve was filed as active; inconclusive = small, poorly fitted or top-dose-only effect, or another doubt; inactive = no such curve, though single readings can be large or run the other way;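 also: plate controls were no enzyme wells and a reference inhibitor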
# GoLoco inh red: inhibitors of human Gai1-RGS12 GoLoco interaction (red fluorophore); Gai1:RGS12 GoLoco peptide FP, rhodamine, 10 min; 230,000 compounds, 0.44% hits; Potency, µM (highest dose often 61.6 µM), for the others: top-dose activity, negative = inhibition, usual class: inhibitors; P63096; active = well fitted inhibition curve with a large enough effect, not every such curve was filed as active; inactive = no such curve, though single readings can be large or run the other way; also: % is scaled to controls: 0 for no effect and ±100 for the full control effect; nearly all actives have a fitted effect of over 30% in size; many of its hits are not listed in these tables
# Lamin A splicing: LMNA splicing modulation. HeLa LMNA splicing GFP/RFP minigene ratio, 48 h. Potency, µM (doses to about 46.1 µM), for the others: at the highest dose ratio change, negative = inhibition, usual class: inhibitors. 200,000 compounds, 0.01% hits. AID 1487; active = well fitted inhibition curve with a large enough effect in the signal ratio, with a control signal flat, not every such curve was filed as active; inconclusive = small, poorly fitted or top-dose-only effect, or effect the other way, or a change in a side signal; the % refers to the signal ratio; also: % is scaled to controls: 0 for no effect and ±100 for the full control effect
#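 S3 HeLa cells stably expressing lamin A-EGFP splicing minigene plus DsRed2, 600 cells/well, 48 h compound exposure at 37C. Laser-scanning cytometry; analysed as GFP (500-530 nm)/RFP (575-640 nm) total intensity ratio; 0.5% DMSO vehicle.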
# JMJD2E inh: blocks human JMJD2E demethylase activity. B2RXH2. JMJD2E catalytic domain, FDH-coupled NADH fluorescence (FDH is formaldehyde dehydrogenase). Potency, µM (titrated, usually from 57.1 µM), inactives show top-dose activity change, negative = inhibition, usual class: inhibitors. 230,000 compounds, 1.6% hits. AID 2147; active = well fitted inhibition curve with a large enough effect, not every such curve was filed as active; inconclusive = small, poorly fitted or top-dose-only effect, or another doubt; inactive = no such curve, though single readings can be large or run the other way;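 also: 0% = wells with enzyme and -100% = buffer wells without enzyme; nearly all actives have a fitted effect of over 50% in size; many of its hits are not listed in these tables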
# Target sequence (B2RXH2 1-337 limits assumed): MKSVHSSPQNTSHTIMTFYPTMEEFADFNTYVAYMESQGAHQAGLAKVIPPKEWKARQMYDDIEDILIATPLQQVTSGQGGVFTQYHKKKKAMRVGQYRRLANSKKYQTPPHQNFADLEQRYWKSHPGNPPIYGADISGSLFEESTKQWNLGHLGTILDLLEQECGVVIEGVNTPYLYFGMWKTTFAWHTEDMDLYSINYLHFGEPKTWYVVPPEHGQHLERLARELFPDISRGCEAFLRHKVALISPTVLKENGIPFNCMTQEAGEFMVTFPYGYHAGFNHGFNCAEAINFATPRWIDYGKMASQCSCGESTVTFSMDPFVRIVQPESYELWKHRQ
# SMN2 splice enh: increases expression of the SMN2 splice variant. HEK293 SMN2-luciferase splicing reporter, luminescence, 30-36 h. Potency, µM (titrated, usually from 46.1 µM), for the others: top-dose activity change, positive = activation, most hits filed as activators. 210,000 compounds, 2.8% hits. AID 1458; also: % of control where 0% means no effect; nearly all actives have a fitted effect of over 55% in size
#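 qHTS luciferase splicing reporter: luminescence rises when SMN2 exon 7 is included in transfected HEK293 cells. Compound exposure lasted 30-36 h at 37C, with 4.5 mM final sodium butyrate as control, followed by a ONE-Glo read.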
# TR SRC2 fluor cs: counter-screen for TRb-SRC2 inhibitors: fluorescence interference; Potency, µM (series often up to 106 µM), for the others: at the highest dose fluorescence change, negative = quenching; TRb/SRC2 Texas Red total fluorescence interference; 280,000 compounds, 0.29% hits; active = well fitted curve in either direction with a large enough effect; inconclusive = small, poorly fitted or top-dose-only effect; also: % is scaled to controls: 0 for no effect and ±100 for the full control effect
#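 Flags fluorescent or light-absorbing compounds by total fluorescence, S + 2P, at 555 nm excitation and 632 nm emission. Mixture: 20 nM Texas Red SRC2 peptide, 0.6 uM human TRb LBD, 1 uM T3, 5% DMSO; compound exposure 5 h at ambient temperature.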
# An asterisk follows results filed as active; i = inactive; ? = inconclusive; · = no result given; & = joins results of further samples; [ ] = another dose, or the depositor's remark. Unless noted, calls follow the shape of the dose curve; as a rule, active = well fitted curve in the direction sought with a large enough effect; inconclusive = small, poorly fitted or top-dose-only effect, or another doubt; inactive = no such curve, though single readings can be large; an effect the other way counts as inactive or inconclusive. Potency is read from the fitted curve at half-maximal effect.
# Every second line gives: TRb-SRC2 inh	RECQ1 helicase	ALDH1A1 block	GoLoco inh red	Lamin A splicing	JMJD2E inh	SMN2 splice enh	TR SRC2 fluor cs
- CC1C(=O)Nc2ccccc2N1C(=O)C1CC1 (stereo not drawn)
 : 4%	-4%	13%	0%	4%	8%	-2%	1%
- O=C(/C=C/c1ccc2c(c1)OCO2)Nc1c(C(=O)O)[nH]c2ccccc12
 : 3%	-5%	?	-24%	-4%	-9%	-1%	-32%
- Cc1ccc(C(=O)N/C(=C/c2ccc(-c3cccc([N+](=O)[O-])c3)o2)C(=O)NC(C)(C)C)cc1
 : -2%	0%	-7%	7%	-5%	-2%	-3%	-2%
- O=C(Nc1cccc(C(F)(F)F)c1)Oc1ccccc1N1CCOCC1
 : -1%	0%	·	8%	·	-4%	·	-5%
- CNC(=S)NCCCc1ccccc1
 : 4%	i	-4%	8%	·	-33%	-4%	-1%
- O=C(/C=C/N1CCOCC1)c1cc2ccccc2o1
 : 6%	-6%	18µM*	6%	-6%	-3%	11µM*	1%
- FC(F)(F)c1cccc(Cc2noc(CN3CCC(c4ccncc4)CC3)n2)c1
 : -9%	-3%	-4%	7%	·	-7%	·	-5%
- c1cncc(Oc2cccc(Oc3cccnc3)c2)c1
 : 1%	i	9%	-11%	?	-2%	-19%	3%
- O=C(CC(=O)N/N=C/c1ccccc1O)NCc1cccnc1
 : -4%	-6%	?	-1%	?	-2%	-21%	?
- COc1cccc(-n2c(C)c(C(C)=O)c(C(C)=O)c2C)c1
 : -7%	i	4%	8%	-2%	-1%	20%	2%
- CCc1nc(NCCO)c(C#N)c2c1CCCC2
 : 6%	12%	·	0%	·	?	·	-1%
- CCOC(=O)CNc1nc(-c2ccncc2)nc2ccccc12
 : -5%	i	6%	8%	-24%	-8%	?	-4%
- O=C(NCc1ccco1)c1ccc(C(=O)NCc2ccco2)s1
 : 3%	-5%	2%	-5%	-9%	4%	18%	2%
- COc1ccc(/C(N)=N/OC(=O)Cc2ccccc2[N+](=O)[O-])cc1
 : 1%	-6%	-6%	4%	-4%	1%	-4%	-1%
- O=C(Oc1ccc2c3c(c(=O)oc2c1)CCC3)c1ccco1
 : 6%	i	93%[activator]	9%	4%	?	13%	3%
- Cc1ccc(/C(N)=N/OC(=O)c2ccco2)cc1
 : -6%	-6%	9%	3%	-10%	-4%	11µM*	-1%
- Cc1cc(C(F)F)n2ncc(C(=O)O)c2n1
 : -9%	-12%	5%	-3%	-4%	5%	-15%	-2%
- O=S1(=O)CCC(NS(=O)(=O)c2cccc3cccnc23)C1 (stereo not drawn)
 : -4%	6%	12%	5%	-8%	-3%	16%	-5%
- N=c1c(S(=O)(=O)c2ccccc2)cc2c(=O)n3ccccc3nc2n1CC1CCCO1 (stereo not drawn)
 : -3%	0%	?	9%	1%	?	·	-2%
- O=C(O)CSc1nnc(COc2ccc([N+](=O)[O-])cc2)n1-c1ccccc1
 : 8%[53 µM]	12%	20µM*	14%	10%[46 µM]	-16%	·	-2%[53 µM]
- CCn1c(SCC(=O)NC(=O)NC(C)(C)C)nc2ccccc21
 : 4%	-5%	1%	-1%	?	-2%	-21%	-1%
- Cc1nn(Cc2ccc(F)cc2)c(Cl)c1/C=N/NC(=O)c1cccnc1
 : -3%[53 µM]	-3%	?	17%	2%	-11%	21%	-3%[53 µM]
- CCOc1ccccc1NC(=O)COC(=O)c1cc(C(=O)OC)cc([N+](=O)[O-])c1
 : 5%	-4%	2%	-4%	?	-6%	-8%	1%
- COc1cc(NC(=O)Cc2ccccc2)ccc1NC(=O)c1ccco1
 : -4%	i	2%	-2%	4%	8%	-28%	0%
- Cc1snc(S(=O)(=O)/C(C#N)=N/Nc2cccc(C(F)(F)F)c2)c1C#N
 : -7%	i	-7%	4%	9%	1%	-19%	-2%
- Nc1nnc(Cc2ccc(Cl)cc2)s1
 : -12%	-2%	?	8%	-10%	7%	-29%	0%
- Cc1ccc(OCCOC(=O)c2sc(=S)n(C)c2C)cc1
 : 8%	-3%	-3%	22%	·	-4%	·	0%
- CC[C@@](N)(C(=O)O)c1ccc(C(=O)O)cc1
 : 1%	-4%	7%	-2%	·	2%	·	-1%
- CC(C)C(=O)Nc1cccc(NC(=O)c2cccc(Br)c2)c1
 : 6%	-2%	25%	-5%	·	0%	?	2%
- CC(C)(C)OC(=O)N1CCC[C@H]1C(=O)N/N=C/c1ccc2ncccc2c1
 : -7%	-5%	0%	9%	·	4%	·	-4%
- O=C(c1ccc(Cl)c(S(=O)(=O)N2CCCC2)c1)N1CCN(c2ccccc2F)CC1
 : -2%	-3%	?	7%	?	-6%	-23%	-4%
- Cc1cc(=O)n2[nH]c(-c3cccnc3)nc2n1
 : -7%	i	4%	6%	20%	2%	-24%	1%
- Cc1ccsc1C(=O)OCC(=O)NC1CCS(=O)(=O)C1 (stereo not drawn)
 : -1%	1%	4%	19%	·	1%	-12%	-2%
- O=C(Nc1nc2c(s1)CCCC2)c1cccs1
 : -9%	-1%	-5%	7%	-17%	3%	3.2µM*	-2%
- Cc1cccn2c(=O)c3cc(C(=O)NC4CCCCC4)c(=N)n(CCN4CCOCC4)c3nc12
 : 3%	-1%	·	-2%	·	?	·	0%
- O=C(c1cc(-c2ccccn2)nc2c(Cl)cccc12)N1CCN(C(=O)C2CCCO2)CC1 (stereo not drawn)
 : -4%	i	-6%	21%	-2%	-6%	-11%	-6%
- Cc1nc(SCC(N)=O)[nH]c(=O)c1CCC(C)C
 : 4%	-7%	-1%	8%	-1%	5%	-3%	-3%
- O=C(CCNc1ccc(F)cc1)c1ccco1
 : -3%	-3%	1.4µM*	8%	?	-1%	66%	1%
- CCc1nc(SCC(=O)Nc2c(C)n(C)n(-c3ccccc3)c2=O)n[nH]1
 : 0%	-12%	11%	4%	13%	4%	-18%	1%
- CS(=O)(=O)Nc1cccc(-c2cncnc2NCc2cccs2)c1
 : 5%	-16%	10%	-1%	-6%	-3%	-1%	2%
- O=C(CSc1nnc(-c2ccncc2)o1)c1ccc2c(c1)OCCO2
 : 9%	i	0.79µM*	9%	·	-15%	-6%	-2%
- O=C(COc1ccc(S(=O)(=O)N2CCOCC2)cc1)Nc1ccccc1C(F)(F)F
 : 0%	-3%	0%	-4%	8%	2%	-18%	-9%
- O=C(Nc1nnc(C2=COCCO2)o1)C1CCCCC1
 : -13%	-9%	3%	0%	·	-4%	-16%	0%
- CCCCNC(=S)Nc1ccc(C(F)(F)F)cc1
 : 8%	i	-2%	6%	?	-22%	?	-1%
- CC(=O)c1nnn(-c2nc(N)nc(N(c3ccccc3)c3ccccc3)n2)c1C
 : -10%	-1%	?	-1%	18%	-9%	-15%	-1%
- COc1ccc(-c2cc(=O)c3c(OC)c(OC)c(OC)c(OC)c3o2)cc1OC
 : -3%&-5%&-3%	-7%	?	4%&21%&-5%	-23%	?	7%&23%	-11%&-2%&-3%
- COC(=O)c1ccccc1NC(=S)N1CCN(c2ccc(OC)cc2)CC1
 : 6%	i	-3%	1%	·	-6%	-46%[inhibitor]	-2%
- CSCc1ccc(C(=O)Nc2cccc(C)c2C)cc1
 : -8%	-5%	1%	11%	-11%	6%	20µM*	-5%
- O=C(NCCOC(=O)c1ccc([N+](=O)[O-])cc1)c1cccnc1
 : 1%	-19%	-8%	0%	?	-2%	4%	-4%
- Cc1ccc(C(=O)CC(c2cccs2)S(=O)(=O)c2ccc(C)cc2)cc1 (stereo not drawn)
 : -1%	-9%	-10%	1%	-6%	4%	22%	2%
- CC(=O)c1cccc(OCCN2C(=O)NC(C)(C)C2=O)c1
 : -6%	-16%	?	-18%	7%	-2%	16%	-7%
- CC1CCCC(NC(=S)NC(=O)c2ccccc2Br)C1C (stereo not drawn)
 : -15%	5%	-3%	12%	?	1%	-20%	-2%
- COc1ccccc1C1N(c2ccc(Cl)cc2)C(=O)C2CCCN21 (stereo not drawn)
 : 4%	11%	?	49%[activator]	?	5%	·	-4%
- COc1ccc(N2CCN(S(C)(=O)=O)CC2)cc1
 : 3%	-2%	2%	-17%	4%	0%	-23%	0%
- Cc1nc(NC(=O)c2cccc(-c3cc4ccccc4oc3=O)c2)ccc1Br
 : 1%	-3%	?	-1%	3%	?	?	0%
- CCOc1ccc(CN(C)CC(=O)NCc2ccccc2)cc1
 : -2%	i	-6%	-2%	·	2%	·	-1%

# Structural class: the entries above with a tert-butyl group
# Every second line gives: TRb-SRC2 inh	RECQ1 helicase	ALDH1A1 block	GoLoco inh red	Lamin A splicing	JMJD2E inh	SMN2 splice enh	TR SRC2 fluor cs
- Cc1ccc(C(=O)N/C(=C/c2ccc(-c3cccc([N+](=O)[O-])c3)o2)C(=O)NC(C)(C)C)cc1
 : -2%	0%	-7%	7%	-5%	-2%	-3%	-2%
- CCn1c(SCC(=O)NC(=O)NC(C)(C)C)nc2ccccc21
 : 4%	-5%	1%	-1%	?	-2%	-21%	-1%
- CC(C)(C)OC(=O)N1CCC[C@H]1C(=O)N/N=C/c1ccc2ncccc2c1
 : -7%	-5%	0%	9%	·	4%	·	-4%

# Entries above that have a cyano group, in the order listed:
# Every second line gives: TRb-SRC2 inh	RECQ1 helicase	ALDH1A1 block	GoLoco inh red	Lamin A splicing	JMJD2E inh	SMN2 splice enh	TR SRC2 fluor cs
- CCc1nc(NCCO)c(C#N)c2c1CCCC2
 : 6%	12%	·	0%	·	?	·	-1%
- Cc1snc(S(=O)(=O)/C(C#N)=N/Nc2cccc(C(F)(F)F)c2)c1C#N
 : -7%	i	-7%	4%	9%	1%	-19%	-2%

# Not all compounds are listed; count on the stated rates, not on these rows.
